EPAC1 antagonist: qHTS for Antagonist of cAMP-regulated guanine nucleotide exchange factor 3 (EPAC1): primary screen; AID 720709, 2013; Rap guanine nucleotide exchange factor 3 (Homo sapiens), O95398; EPAC1 GEF assay, Rap1b-BODIPY-GDP exchange fluorescence; Potency, µM (series often up to 115 µM), without a hit: at the top dose activity change, negative = inhibition, usual class: inhibitors; actives 0.14% (n = 360,000);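 note: plate controls were vehicle for no effect and positive control for full effect; nearly all actives have a fitted effect of over 50% in size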
EPAC2 agonist: qHTS for Agonist of cAMP-regulated guanine nucleotide exchange factor 4 (EPAC2): primary screen | EPAC2 activation, biochemical qHTS; response scale: 100% = 6.5 mM cAMP response | actives 0.079% (n = 360,000) | Rap guanine nucleotide exchange factor 4 (Homo sapiens), Q8WZA2 | Potency, µM (series often up to 154 µM), for inactives: top-dose activation, usual class: activators; note: nearly all actives have a fitted effect of over 50% in size
Target sequence (Q8WZA2 whole entry, looked up): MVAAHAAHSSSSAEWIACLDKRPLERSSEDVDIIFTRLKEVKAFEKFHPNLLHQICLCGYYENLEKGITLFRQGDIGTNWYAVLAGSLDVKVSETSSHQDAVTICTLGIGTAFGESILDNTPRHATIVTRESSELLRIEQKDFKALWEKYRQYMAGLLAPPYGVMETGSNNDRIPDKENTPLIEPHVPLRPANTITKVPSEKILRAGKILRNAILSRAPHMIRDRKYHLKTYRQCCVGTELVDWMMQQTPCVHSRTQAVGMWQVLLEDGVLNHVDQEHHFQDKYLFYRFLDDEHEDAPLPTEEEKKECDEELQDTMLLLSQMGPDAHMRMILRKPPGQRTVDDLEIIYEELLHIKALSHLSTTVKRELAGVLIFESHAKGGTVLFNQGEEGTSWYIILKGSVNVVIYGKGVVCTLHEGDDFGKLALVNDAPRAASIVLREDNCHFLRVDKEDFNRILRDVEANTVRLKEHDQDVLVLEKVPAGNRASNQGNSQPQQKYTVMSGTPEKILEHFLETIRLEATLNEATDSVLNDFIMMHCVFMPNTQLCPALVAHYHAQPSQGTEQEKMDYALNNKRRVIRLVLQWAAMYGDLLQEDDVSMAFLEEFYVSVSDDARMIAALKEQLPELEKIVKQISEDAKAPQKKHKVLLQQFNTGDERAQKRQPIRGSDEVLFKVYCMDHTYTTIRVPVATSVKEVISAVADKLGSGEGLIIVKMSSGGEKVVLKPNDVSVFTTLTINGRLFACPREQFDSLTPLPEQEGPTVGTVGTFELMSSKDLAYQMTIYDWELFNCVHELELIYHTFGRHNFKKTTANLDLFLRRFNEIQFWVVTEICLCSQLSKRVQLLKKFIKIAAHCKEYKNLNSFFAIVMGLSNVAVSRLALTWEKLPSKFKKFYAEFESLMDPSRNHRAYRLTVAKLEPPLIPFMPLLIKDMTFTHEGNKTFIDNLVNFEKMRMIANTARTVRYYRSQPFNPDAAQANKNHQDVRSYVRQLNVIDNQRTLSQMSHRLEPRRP
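Setup: EPAC2 100 nM, labeled Rap1B complex 250 nM, free GDP 50 uM. Compound titrations pinned in, brief spin, 5 min room temperature incubation. Kinetic fluorescence read over 30 min, normalized to 6.5 mM cAMP.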
aSyn rescue: qHTS of alpha-syn Inhibitors; Yeast expressing alpha-synuclein, growth rescue, BacTiter-Glo, 24 h; Potency, µM (doses to about 46.1 µM), for the others: at the top dose growth rescue (activation), usual class: activators; actives 0.14% (n = 370,000); AID 652106, 2013; note: % of control where 0% means no effect; nearly all actives have a fitted effect of over 65% in size
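Galactose-induced alpha-syn yeast (OD600=0.02, raffinose-pregrown) + pinned cpd, 24 hr, 30 deg C; growth by BacTiter-Glo luminescence. Growth restoration scores as activation.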
FUS yeast rescue: qHTS for Suppressors of FUS Proteinopathy: Primary screen using FUS-linked yeast assay. S. cerevisiae FUS-expressing, growth rescue, OD600, 24 h. Potency, µM (top dose mostly 76.6 µM), inactives show at the highest dose growth rescue (activation), hits mostly activators. actives 0.24% (n = 390,000). AID 1347120, 2019;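 note: plate controls were DMSO vehicle for no effect and reference control for full effect; nearly all actives have a fitted effect of over 55% in size; some results filed as inactive show a strong effect at the top dose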
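Yeast expressing FUS under galactose induction, OD 0.005 in 2% galactose medium; compounds in a dilution series, 24 h at 30C. Growth rescue by absorbance at 600 nm; CP55940 positive control, DMSO negative.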
PTHR1 agonist: qHTS for PTHR1 Agonists: Primary Screen; Potency, µM (doses to about 115 µM), without a hit: at the top dose activation, actives largely listed as activators; actives 0.075% (n = 410,000); Parathyroid hormone/parathyroid hormone-related peptide receptor (Homo sapiens), Q03431; HEK293 GP2 PTHR1 cells, GloSensor cAMP luminescence, 1 h; AID 743266, 2014; note: nearly all actives have a fitted effect of over 55% in size; some results filed as inactive show a strong effect at the top dose; inactives centre near -15; many of its hits are not listed in these tables
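HEK-293-derived GP2 cells expressing PTHR1 and a GloSensor cAMP reporter, 3,000/well, plated overnight, given luciferin plus IBMX (each 0.5 mM as added) for 1 h at 37 °C, then compound for 1 h at 37 °C. Luminescence was read after 15 min at room temperature.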
EPAC1 agonist: qHTS for Agonist of cAMP-regulated guanine nucleotide exchange factor 3 (EPAC1): primary screen | Rap guanine nucleotide exchange factor 3 (Homo sapiens), O95398 | EPAC1 agonist qHTS, biochemical assay; response scale: 100% = response to 6.5 mM cAMP | Potency, µM (series often up to 154 µM), inactives show top-dose activation, usual class: activators | actives 0.073% (n = 360,000); note: nearly all actives have a fitted effect of over 60% in size
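Multi-concentration qHTS readout: loss of Rap1B-bound BODIPY-GDP fluorescence driven by 100 nM EPAC1 with excess GDP (50 uM), monitored kinetically at room temperature; agonist response expressed relative to 6.5 mM cAMP.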
TDP43 rescue: qHTS of TDP-43 Inhibitors; actives 1.8% (n = 410,000); AID 652104, 2013; TDP-43 expressing yeast growth rescue, BacTiter-Glo, 24 h; Potency, µM (highest dose often 46.1 µM), for the others: top-dose growth rescue (activation), usual class: activators; note: % of control where 0% means no effect; nearly all actives have a fitted effect of over 50% in size
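In this qHTS, compounds that restore growth of yeast expressing TDP-43 appear as activators. Cells (OD600=0.02, galactose medium, raffinose-pregrown) are incubated with compound 24 hr at 30 deg C and growth is quantified by BacTiter-Glo.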
EPAC2 antagonist: qHTS for Antagonist of cAMP-regulated guanine nucleotide exchange factor 2 (EPAC2): primary screen; Rap guanine nucleotide exchange factor 4 (Homo sapiens), Q8WZA2; EPAC2 GEF exchange of Rap1B-BODIPY-GDP, fluorescence; Potency, µM (titrated, usually from 114 µM), for inactives: at the top dose activity, negative = inhibition, hits mostly inhibitors; actives 0.18% (n = 360,000); AID 720708, 2013; note: % is set by controls: 0 for no effect and ±100 for the full control effect; nearly all actives have a fitted effect of over 45% in size; many of its hits are not listed in these tables
* marks the source's active call; other numbers are inactive results; i = inactive; ? = inconclusive; . = no result given; & = joins results of further samples; [ ] = another dose, or the depositor's remark. Calls come from the whole dose curve; as a rule, active = well fitted curve in the direction sought with a large enough effect; inconclusive = small, poorly fitted or top-dose-only effect, or another doubt; inactive = no such curve, though single readings can be large; an effect the other way counts as inactive or inconclusive. Potency is the fitted concentration of half-maximal effect.

SMILES	EPAC1 antagonist	EPAC2 agonist	aSyn rescue	FUS yeast rescue	PTHR1 agonist	EPAC1 agonist	TDP43 rescue	EPAC2 antagonist
Cc1ccccc1OCC(=O)N(Cc1cccs1)C1CCS(=O)(=O)C1 (configuration not stated)	-1%	7%	1%	8%	i	11%	-3%	-4%
COC(=O)Cn1ncn2c(cc3oc(C)cc32)c1=O	-16%	-2%	4%	4%	-10%[57.5 µM]	-6%	13%	8%
CC1CCCCN1Cc1ccc(-c2nnn(CC(=O)NC3CCCCC3)n2)cc1 (configuration not stated)	11%	19%	-2%	-11%	-7%	6%	10%	2%
Cc1cc(=O)n2c(-c3ccc(Cl)cc3)csc2n1	-4%	7%	6%	-9%	-14%	-1%	19%	1%
CCOc1cc(C=O)ccc1OCC(=O)N1CCCC1	-2%	1%	2%	-44%	i	1%	13%	1%
O=C(c1cc(COc2c(F)cccc2F)on1)N(Cc1ccccc1)CC1CC1	-10%	0%	6%	39%	-3%	6%	14%	-13%
COc1coc(C(O)C[N+](=O)[O-])cc1=O (configuration not stated)	0%	2%	1%	21%	i	0%	-22%	6%
COCCOC(=O)c1[nH]c2c(c1C)C(=O)CC(c1cccs1)C2 (configuration not stated)	11%	0%	-4%	-11%	-20%	-5%	1%	5%
COc1ccc(C2C(C#N)=C(N)N(Nc3ccccc3)C3=C2C(=O)CC(C)(C)C3)cc1C (configuration not stated)	-4%	-14%	-1%	?	-72%[inhibitor][57.5 µM]	2%	-24%	-16%
CC(C)OC(=O)CSc1nnc(CNc2cccc(Cl)c2)n1C	19%	0%	-7%	1%	-20%	-1%	-17%	14%
COC(=O)c1ccc(NC(=S)NNC(=O)c2ccccc2)cc1	?	2%	-3%	17%	i	-16%	-7%	13%
O=C(COC(=O)c1cccc(S(=O)(=O)N2CCCC2)c1)Nc1ccccc1Cl	-17%	-8%	3%	4%	i	-2%	?	-9%

Some of the entries above, reformatted.
Results follow in this order: EPAC1 antagonist	EPAC2 agonist	aSyn rescue	FUS yeast rescue	PTHR1 agonist	EPAC1 agonist	TDP43 rescue	EPAC2 antagonist
COC(=O)Cn1ncn2c(cc3oc(C)cc32)c1=O
→ -16%	-2%	4%	4%	-10%[57.5 µM]	-6%	13%	8%
COc1coc(C(O)C[N+](=O)[O-])cc1=O (configuration not stated)
→ 0%	2%	1%	21%	i	0%	-22%	6%
O=C(COC(=O)c1cccc(S(=O)(=O)N2CCCC2)c1)Nc1ccccc1Cl
→ -17%	-8%	3%	4%	i	-2%	?	-9%

The results go on.
SMILES	EPAC1 antagonist	EPAC2 agonist	aSyn rescue	FUS yeast rescue	PTHR1 agonist	EPAC1 agonist	TDP43 rescue	EPAC2 antagonist
COC(=O)c1ccc(COc2ccccc2/C=N/O)o1	7%	17%	-2%	7%	-8%	-6%	-3%	0%
C/C(Cn1nnc([N+](=O)[O-])n1)=N\NC(=O)c1ccncc1	-17%	6%	3%	-11%	-12%	6%	?	5%
CC[C@H](C)[C@H]1CNC(=S)N1CC1CCN(CCC23CC4CC(CC(C4)C2)C3)CC1	-3%	3%	-1%	-2%	-70%[inhibitor]	-4%	6%	-5%
COc1cc(OC)cc(C(=O)NC2CCCN(Cc3ccc(Cl)cc3)C2)c1 (configuration not stated)	-9%	5%	3%	-3%	-18%	-6%	-1%	-5%
Cc1ccc(CCNC(=O)C2CCCN(S(=O)(=O)N3CC(C)CC(C)C3)C2)cc1 (configuration not stated)	-5%	-9%	1%	2%	-65%[inhibitor]	3%	-7%	-2%
O=C1CN(C(=O)COC(=O)CCc2ccccc2O)c2ccccc2N1	13%	-11%	-4%	.	i	9%	-10%	17%
CCCC(=O)Nc1c(-c2ccccc2OC)c(=O)c2ccccc2n1C	0%	8%	1%	19%	-18%	-3%	1%	3%
CCc1ccc(NC(=O)Cn2c(=O)n(CCCC(=O)NCc3ccco3)c(=O)c3ccccc32)cc1	10%	-4%	10%	-13%	i	-1%	14%	10%
Cc1ccc(NC2c3ncccc3C(=O)N2Cc2ccco2)c(C)c1 (configuration not stated)	-11%	4%	-2%	9%	-90%[inhibitor]	3%	2%	?
O=C1CN(C(=O)COC(=O)CCSc2ccccc2Cl)c2ccccc2N1	-18%	8%	8%	17%	-54%[inhibitor]	17%	4%	-19%
C=CCn1c(SCC(=O)NCC(c2ccccc2)N(C)C)nnc1C1CCCCC1 (configuration not stated)	-8%	7%	-4%	-7%	i	1%	3%	8%
COc1cc(NC(=O)NCC2CCN(Cc3ccc(C)cc3)CC2)cc(OC)c1OC	-10%	3%	2%	17%&3%	-12%	-5%	-16%&4%	10%
COc1ccc(CCNC(=O)CCS(=O)(=O)c2ccc3c(c2)CCN3C(C)=O)cc1OC	-3%	5%	4%	31%	-7%[57.5 µM]	4%	-2%	-5%
CN(C)CCCN(C(=O)CCS(=O)(=O)c1ccccc1)c1nc2cc3c(cc2s1)OCO3	0%	-6%	-1%	11%	-7%	-1%	-13%	-21%
CN1C2=NCCN2C(=O)c2ccccc21	-5%	6%	-3%	-18%	i	3%	-13%	0%
CCOc1ccccc1NC(=O)COC(=O)C12CC3CC(CC(O)(C3)C1)C2	19%	-3%	16%	-1%	-20%	-2%	17%	12%
O=C(NC(=S)Nc1ccc(Cl)c(C(=O)O)c1)c1ccc(OCc2ccccc2)cc1	-4%	4%	-4%	17%	-18%	-4%	9%	-7%
Clc1ccc(N=c2ssnc2Cl)nc1	-17%	-3%	-66%[inhibitor]	-2%	-27%	3%	?	13%
Cc1ccc(S(=O)(=O)N(C)Cc2nc(-c3ccccn3)no2)cc1	3%	-4%	2%	-7%	-24%	2%	14%	6%
CCOC(=O)c1c(N)c(C#N)cn1-c1ccccc1	-4%	11%	11%	30%	-3%[57.5 µM]	1%	7%	-5%
N#C/C(=C(/O)COC(=O)c1ccc(Cl)c(S(=O)(=O)N2CCOCC2)c1)c1nc2ccccc2[nH]1	-10%	9%	-7%	12%	i	0%	-15%	-7%
CC(NS(=O)(=O)c1ccc(OCC(=O)NCc2cccnc2)cc1)c1ccccc1 (configuration not stated)	-4%	7%	-4%	2%	i	-6%	-17%	12%
Cc1ccccc1N1CCN(S(=O)(=O)c2ccccc2)CC1	-7%	22%	6%	1%&13%	-37%	?	13µM*	2%[57.1 µM]
COC(=O)c1c(C)nn(-c2ccc(OC(F)(F)F)cc2)c1-c1snnc1C	-15%	-3%	-6%	19%	-42%[inhibitor]	-7%	?	-11%
CCNC(=S)N(CCN(CC)CC)Cc1cc2cc3c(cc2[nH]c1=O)OCCO3	-1%	3%	3%	26%	-3%	-1%	.	?
COc1ccc(NC(=O)CN2CCc3ccccc3C2)cc1S(=O)(=O)N1CCOCC1	19%	3%	2%	45%	i	-8%	-22%	9%
Cc1ccc(S(=O)(=O)c2nnn3c2nc(N2CCOCC2)c2ccccc23)c(C)c1	-9%	5%	4%	7%	-13%	10%	3%	-7%
O=[N+]([O-])c1cc(S(=O)(=O)N2CCCC2)ccc1N/N=C/c1cccnc1	-21%	0%	-4%	-7%	i	3%	-5%	-6%
CCCn1c(C(O)c2cc(OC)c(OC)c(OC)c2)nc2ccccc21 (configuration not stated)	-4%	-3%	9%	-19%	-14%	-4%	11%	8%
COc1ccc(CNc2ccc3c(c2)CCC3)cc1Br	-14%	14%	15%	-13%	-11%	-5%	7%	8%
Cc1ccc(NC(=O)CN(C)C(=O)CNC(=O)c2sc3ccccc3c2Cl)cc1	-8%	11%	1%	2%	-14%	28%	7%	12%
O=C(N/N=C1\CC2CC=CC12)c1ccccc1Cl (configuration not stated)	-15%	11%	-7%	5%	7%	-1%	-13%	5%
Cc1cc(OC(C)C(=O)NCC2CCC(C(=O)O)CC2)c2c(C)cc(=O)oc2c1 (configuration not stated)	1%	-10%	2%	-18%	-38%	-8%	5%	17%
COc1ccc(CCNC(=O)c2cc3c(=O)n4ccccc4nc3n(CCN3CCOCC3)c2=N)cc1	-26%	5%	-1%	37%	-22%	-3%	-31%[inhibitor]	-4%
COc1cccc(N2CCN(C(=O)c3ccc(CS(=O)c4ccc(C)cc4)o3)CC2)c1 (configuration not stated)	-17%	9%	0%	39%	-23%	-7%	-12%	3%
O=C(NC(=S)Nc1ccc(S(=O)(=O)Nc2nccs2)cc1)c1ccccc1F	1%	0%	-1%	25%	-45%[inhibitor]	0%	7%	3%
COC(=O)c1c(O)cc(C(C)(C)C)n(-c2ccccc2)c1=O	4%	0%	-18%	.	i	8%	-16%	-14%
COc1cccc(CN(C)C(=O)c2ccc(N3CCCC3)c([N+](=O)[O-])c2)c1	4%	14%	-1%	27%	-9%	4%	20µM*	-21%
CC(C)(CC(=O)O)CC(=O)N1CCN(c2nc3cc(Cl)ccc3s2)CC1	-3%	5%	8%	10%	-20%	1%	4%	-7%
Cc1noc(NS(=O)(=O)c2ccc(NC(=O)c3cccc(S(=O)(=O)Nc4ccccc4F)c3)cc2)c1C	-7%	1%	0%	29%	-23%	-8%	0%	11%
CC(=O)N1c2ccc(S(=O)(=O)N3CCC(C(=O)NCc4ccc(F)cc4)CC3)cc2CC1C (configuration not stated)	6%	2%	3%	30%	i	-8%	1%	3%
CCOC(=O)c1nnn(-c2nonc2N)c1COc1ccccc1	2%	14%	7%	13%	-37%[inhibitor][57.5 µM]	9%	6%	-1%
COc1cc(OC)cc(-c2nnc(SCC(=O)Nc3ccc(C(=O)O)cc3)s2)c1	13%	-4%	1%	11%	-1%	1%	-13%	13%
CC(C)CCNc1ncnc2c1cnn2Cc1ccccc1Cl	0%	12%	-1%	-3%	-8%	5%	?	-9%
O=C(NCCO)c1cccc2c1C(=O)c1ccccc1-2	1%	4%	7%	.	i	-3%	13%	-3%
Cn1c(=S)[nH]c(=O)c2ncc(=O)[nH]c21	-19%	1%	-2%	1%	-3%	7%	0%	11%

Compound activity from PubChem.

The list is partial; count on the stated rates, not on these rows.
